# Screening data: PubChem BioAssay, Broad Institute
# CAL PDZ FP-1 – CAL PDZ (human) peptide binding inhibition. Q9HD26. purified CAL PDZ, TMR-peptide fluorescence polarization, 1 h. inhibition, % at 24.9 µM. 300,000 compounds, 0.92% hits. AID 602252;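 active = mean inhibition of at least 30% with at least half of replicates also reaching 30%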;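 note: 0% = DMSO neutral control and 100% = excess unlabeled competitor peptide PRC23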
# NSD2 HMT inh – blocks human histone methyltransferase NSD2. inhibition, % at 12.5 µM. AID 743445. O96028. 310,000 compounds, 0.54% hits. NSD2 peptide methylation, AlphaScreen, 120 min; in the data active = inhibition above about 50%
# CAL PDZ FP-2 – human CAL PDZ-peptide interaction inhibition; inhibition, % at 20 µM; AID 504414; Q9HD26; 330,000 compounds, 0.02% hits; purified CAL PDZ, TMR-peptide fluorescence polarization, 1 h;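 active = highest replicate inhibition of at least 40%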;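 note: plate controls were DMSO neutral control wells for no effect and unlabeled competitor peptide control wells for full effect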
#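 material = purified tagged CAL PDZ domain construct (CerCALP) | buffer or medium = sodium phosphate/NaCl buffer pH 7.4 with TCEP, IgG, Thesit | reagent = TMR-labelled reporter peptide T*-PRC34 bound in PDZ groove | incubation = 1 h room-temperature incubation prior to read | measured by = fluorescence polarization (mP) | evaluation = percent inhibition from loss of millipolarization | control set = unlabelled peptide and DMSO controls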
# dFosB act – enhances mouse delta FosB homodimer DNA binding | purified delta FosB, TAMRA-CDK5 oligo fluorescence polarization; percent of positive-control signal above neutral wells | activation, % at 25 µM | 340,000 compounds, 0.99% hits | AID 493131;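 active = mean activation above about 17%, with every replicate also reaching it, limit read from the data, passing the limit was not always enough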;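 note: fluorescence polarization rise as delta FosB binds a TAMRA Cdk5 AP-1 oligo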
# Rtt109 HAT inh – inhibitors of Candida albicans Rtt109/Vps75 histone acetyltransferase; Q5AAJ8; purified Rtt109/Vps75, ThioGlo CoA-SH fluorescence, 4 h; inhibition, % at 34.9 µM; 330,000 compounds, 0.16% hits;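 active = inhibition of at least 50% in every replicate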
# Target sequence (Q5AAJ8 whole entry, looked up): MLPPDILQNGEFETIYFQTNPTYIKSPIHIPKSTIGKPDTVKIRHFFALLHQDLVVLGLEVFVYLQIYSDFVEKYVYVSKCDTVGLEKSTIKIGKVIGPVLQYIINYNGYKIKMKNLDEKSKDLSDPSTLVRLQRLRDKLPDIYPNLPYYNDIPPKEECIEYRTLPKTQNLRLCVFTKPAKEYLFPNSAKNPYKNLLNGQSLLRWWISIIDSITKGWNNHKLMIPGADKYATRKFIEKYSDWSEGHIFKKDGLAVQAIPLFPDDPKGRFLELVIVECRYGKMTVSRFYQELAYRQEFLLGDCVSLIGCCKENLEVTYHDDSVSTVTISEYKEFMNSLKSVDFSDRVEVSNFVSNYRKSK
# PvdQ acylase – blocks Pseudomonas aeruginosa PvdQ acylase activity; inhibition, % at 10 µM; AID 488965; 340,000 compounds, 0.063% hits; purified PvdQ acylase, fluorescence plate reader; in the data active = inhibition above about 30%, passing the limit was not always enough;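 note: 0% = vehicle neutral wells and 100% = reference inhibitor wells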
# PfHsp90 yeast 2 – growth inhibition of yeast expressing Plasmodium Hsp90; S. cerevisiae expressing PfHsp90, BacTiter-Glo ATP, 48 h; yeast lacking PDR1 and PDR3 efflux regulators; inhibition, % at 9.4 µM; 310,000 compounds, 0.32% hits; AID 504621;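 active = every replicate shows inhibition above about 80%, whatever the replicate mean, limit read from the data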;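 note: 0% = DMSO neutral controls and 100% = 20 µM radicicol positive controls; yeast relying on Plasmodium falciparum Hsp90 in place of its own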
# MITF TRPM1 HTS – increases MITF-driven TRPM1 promoter luciferase signal | SK-MEL-5 TRPM1-promoter luciferase, 24 h; % of positive control, neutral wells = 0 | activation, % at 12.5 µM | 300,000 compounds, 0.75% hits;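 active = mean activation of at least 80% with every replicate also reaching 80%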;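 note: 0% = neutral control wells and 100% = parthenolide positive control wells; values of inactives mirror those of a sister screen read the other way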
# SR-BI HDL uptake – inhibitors of mouse SR-BI mediated HDL lipid uptake; Q61009; 320,000 compounds, 0.96% hits; ldlA[mSR-BI] CHO cells, DiI-HDL uptake fluorescence, 3 h; inhibition, % at 12.5 µM; AID 488896;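 active = mean replicate inhibition of at least 70% and a set share of replicates each scoring 70 or more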;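 note: 0% = median of neutral control wells and 100% = median of positive control wells; values of inactives mirror those of a sister screen read the other way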
# Target sequence (Q61009 whole entry, looked up): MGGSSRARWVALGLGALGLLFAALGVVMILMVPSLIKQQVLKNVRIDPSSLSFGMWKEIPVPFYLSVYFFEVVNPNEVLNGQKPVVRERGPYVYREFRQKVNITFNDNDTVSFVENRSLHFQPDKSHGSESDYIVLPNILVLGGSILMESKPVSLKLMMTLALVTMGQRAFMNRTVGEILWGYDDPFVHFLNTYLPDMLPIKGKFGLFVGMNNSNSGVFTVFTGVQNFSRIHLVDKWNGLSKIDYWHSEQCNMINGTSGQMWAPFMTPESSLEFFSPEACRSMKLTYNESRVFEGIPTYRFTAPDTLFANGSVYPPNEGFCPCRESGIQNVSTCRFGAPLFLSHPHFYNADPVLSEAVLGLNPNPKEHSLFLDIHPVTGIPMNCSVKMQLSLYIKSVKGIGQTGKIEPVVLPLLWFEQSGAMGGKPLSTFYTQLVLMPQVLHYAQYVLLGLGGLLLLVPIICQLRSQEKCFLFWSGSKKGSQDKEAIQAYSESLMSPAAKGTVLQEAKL
# SR-BI uptake up – enhances SR-BI lipid uptake from DiI-HDL. AID 504775. 320,000 compounds, 0.096% hits. activation, % at 12.5 µM. CHO ldlA[mSR-BI] cells, DiI-HDL uptake fluorescence, 3 h; 100 = double the neutral-control signal;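 active = mean replicate activation of at least 60% and every replicate at or above 60%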;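 note: 0% = median plate neutral-control signal and 100% = twice that signal; values of inactives mirror those of a sister screen read the other way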
#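 Material: SR-BI-overexpressing, LDLR-lacking CHO cells; schedule: compound exposure 3 h, 37 °C; reagent: DiI-labelled HDL at 10 µg/mL final; technique: bottom-read fluorescence, 550/595 nm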
# Active calls of the source: *; . = not tested or not shown.
SMILES,CAL PDZ FP-1,NSD2 HMT inh,CAL PDZ FP-2,dFosB act,Rtt109 HAT inh,PvdQ acylase,PfHsp90 yeast 2,MITF TRPM1 HTS,SR-BI HDL uptake,SR-BI uptake up
COc1cc(NC(=O)CN2C(=O)NC(C)(c3ccc(OC(F)F)cc3)C2=O)cc(OC)c1OC (stereo unspecified),.,42,-2.4,-8,0,-5,15,-1,.,.
CCc1c(C)nc2cc(-c3cc(OC)cc(OC)c3)nn2c1N1CCCC1,-3,.,-2.1,-15,-2,-13,-38,5,40,-40
COc1ccc(-c2cc(C)no2)cc1S(=O)(=O)N1CCCN(Cc2ccc(F)cc2)C1,.,-5,-0.7,-13,8,-1,40,2,3,-3
Cc1ccc(S(=O)(=O)c2cc3c(=O)n4ccccc4nc3n(CCCN3CCOCC3)c2=N)cc1C,-9,4,-4.7,-7,-18,-24,14,-11,13,-13
COc1ccccc1CCNC(=O)C(=O)NCC1OCCN1S(=O)(=O)c1ccc(OC)c(OC)c1 (stereo unspecified),.,.,0.3,-19,0,0,-23,-7,52,-52
Cc1ccc(Cn2cnc3c(cnn3C(C)(C)C)c2=O)cc1,1,1,-0.6,-4,-6,-9,-26,-17,-5,5
Cc1cc(C)c2cc(C(=O)N3CCC(C(=O)c4ccc(F)cc4)CC3)[nH]c2c1,-4,0,-0.4,-12,14,-11,-5,-21,15,-15
Cc1ccc(C(c2nnnn2CCC(C)C)N2CCN(C)CC2)cc1 (stereo unspecified),-29,-8,.,1,-13,-23,9,8,-15,15
CCOc1ccc(CNC(=O)c2cc3oc4ccccc4c3n2C)cc1,1,-1,1.2,6,0,-4,.,.,-5,5
COc1cccc(-c2nn3c(-c4ccccn4)nnc3s2)c1,-3,-1,-1.2,-48,3,-3,.,41,-3,3
CC(=O)c1cccc(NC(=O)CN(C)Cc2ccc(OC(F)F)cc2)c1,-2,0,-1.7,-10,-2,-12,-2,5,.,.
CN(Cc1ccccc1)CC(O)COc1ccc(CNCCOc2cccnc2)cc1 (stereo unspecified),-4,9,-1.5,-7,-1,-14,0,-10,-39,39
O=C(O)CCN(CCC(=O)O)c1ccccc1,-3,0,-1.0,4,-10,-16,-6,-1,-3,3
O=C(NCCN1CCOCC1)c1cc(Sc2cccc(Cl)c2)nc2ccccc12,-1,-1,-1.3,-9,4,-20,-18,1,13,-13
COc1ccc(CCNC(=O)CC2C(=O)NCCN2CC(C)(C)C)cc1 (stereo unspecified),-6,0,0.0,-4,6,-3,6,9,10,-10
CCOc1ccc(S(=O)(=O)Nc2ccc(C(=O)N3CC(C)OC(C)C3)cc2)cc1 (stereo unspecified),-1,1,-0.9,-1,-1,3,.,-2,-10,10
COc1ccc(OC)c(NC(=O)COc2coc(CN3CCc4ccccc43)cc2=O)c1,-3,0,-0.3,-3,-1,-18,-1,-13,48,-48
C=CCn1c(SCc2ccc(C#N)cc2)nnc1-c1ccccc1,.,0,-2.5,-5,-6,-2,18,-1,13,-13
Cc1ccc(SCC(=O)N(C)C2CCS(=O)(=O)C2)c(C)c1 (stereo unspecified),-4,7,0.0,-5,7,6,17,-5,7,-7
O=C(c1nc2ccc(Cl)cn2c1CNCCn1ccnc1)N1CCCCCCC1,-3,-1,-2.6,-9,3,-2,20,-12,10,-10
Cc1nnc(NC(=O)CSc2nnc(CNC(=O)c3ccccc3)n2-c2ccccc2)s1,.,.,-1.0,-4,-8,-1,15,3,-25,25
CN1C(=O)S/C(=C/c2ccc(OCc3cccc(C(=O)O)c3)cc2)C1=O,.,3,-2.0,-12,-6,-4,14,-18,-27,27
Cc1ccc(-n2c(=O)cc(N3CCCCCC3)[nH]c2=O)cc1,-1,.,0.4,2,-3,-1,-6,.,0,0
CCOP(=O)(OCC)/C(C#N)=C/c1c[nH]c2ccccc12,-3,1,-2.1,-9,3,-19,13,-9,-7,7
O=C(CCc1nnc(Cc2ccc(-c3ccccc3)cc2)o1)NCC1CC1,.,-5,-1.7,-4,10,-1,11,4,-1,1
CC(C)CN1CC(C)C(=O)N(c2ccccc2)C1=S (stereo unspecified),-1,-7,0.0,5,-4,0,-20,7,-4,4
CCCN1CCN(C(=O)CCS(=O)(=O)c2cc3c(cc2Cl)NC(=O)CO3)CC1,.,.,0.4,0,0,3,4,.,-12,12
Cc1ccccc1-n1sc2cc(F)ccc2c1=O,1,1,-0.8,-3,102*,0,.,-3,3,-3
CCOc1ccc(CCNC(=O)COc2cccc(-n3cnnn3)c2)cc1OCC,4,0,-2.7,-12,-8,-15,-2,3,29,-29
COc1ccc(CNC(=O)C(c2ccco2)N(C(=O)CNS(=O)(=O)c2ccccc2)c2ccccc2C)cc1 (stereo unspecified),92*,-2,-1.4,-7,12,-15,-18,-4,-2,2
CCc1noc(C)c1C(=O)NCCN1C(=O)S/C(=C\c2ccc(OC)cc2)C1=O,1,-3,-2.8,8,3,-10,24,30,14,-14
NNC(=O)/C(=N/Nc1ccccc1)S(=O)(=O)c1ccc(Cl)cc1,-1,0,-2.2,-11,5,-10,-3,-5,27,-27
O=[N+]([O-])C(=C1NCCN1)C(Cl)=C(Cl)Cl,1,-6,-2.3,-4,-12,-1,-11,-3,-6,6
Cc1c(C(c2ccc(N(C)C)cc2)c2c(C)n(C)n(-c3ccccc3)c2=O)c(=O)n(-c2ccccc2)n1C,0,0,-0.2,-5,7,-13,27,-7,-3,3
C=CCN=C1SCC(=O)N1S(=O)(=O)c1ccccc1,1,0,-0.7,10,1,-3,5,3,-5,5
CCOC(=O)C1CCN(C2=C(NS(=O)(=O)c3ccc(Cl)cc3)C(=O)c3ccccc3C2=O)CC1,.,67*,-0.2,-24,3,-3,1,-9,.,.
COc1ccc(/C=C2\SC(=O)N(CCNC(=O)Cn3[nH]c(=O)c4ccccc4c3=O)C2=O)cc1,3,0,-0.8,-8,0,1,-7,-5,24,-24
CCN(CC)C(=O)C(=O)Nc1ccc(Oc2ccccc2)cc1,0,-8,-0.3,-3,-6,-14,-3,21,-6,6
O=C1NC(c2ccccc2Cl)Nc2ccccc21 (stereo unspecified),-1,-6,0.3,-3,-5,-8,11,-20,-10,10
Cn1ncc(Cl)c1C(=O)NCc1ccco1,0,-1,-2.0,-5,.,-1,-14,-2,-11,11
CC1(C)CC(=O)C(C(C2=C(O)CC(C)(C)CC2=O)c2ccc([N+](=O)[O-])cc2)C(=O)C1 (stereo unspecified),0,2,0.0,-3,-2,-5,5,0,-6,6
COc1ccc(N=C2SCC(c3ccccc3)=NN2C)cc1,-2,2,0.4,-4,3,-11,-26,41,13,-13
O=C(CN1CCCCCCC1)Nc1cccc(Cl)c1Cl,.,0,-0.3,1,0,-8,-2,9,2,-2
Cc1c(NS(=O)(=O)N2CCCCC2)c(=O)n(-c2ccccc2)n1C,-1,0,-0.1,3,3,3,-20,-3,-23,23
NC(=O)C1CCN(C(=S)c2ccc(-c3ccc(Br)cc3)o2)CC1,-1,-10,-0.2,1,2,-10,-39,16,10,-10
CCOC(=O)c1ccc(NC(=O)C2=C(C)Nc3nc(CCCO)nn3C2c2cccc(C)c2)cc1 (stereo unspecified),.,.,-0.9,-3,1,-10,-8,1,11,-11
CC(C)Oc1ccc(C(=O)OC(C)C(=O)NC2CCCCC2C)cc1 (stereo unspecified),5,-2,0.8,-8,24,13,9,-9,-3,3
CCOC(=O)c1sc(-n2[nH]c(C)cc2=O)nc1C,-1,5,0.4,3,8,3,-8,-4,-4,4
O=C(c1ccc2[nH]c3c(c2c1)CCCC3)N1CCN(c2ccc(F)cc2)CC1,-2,1,0.0,-8,2,6,-45,-3,-1,1
Cc1cc(C)n(C2CC(=O)N(c3ccc(C)c(Cl)c3)C2=O)n1 (stereo unspecified),-3,-1,-0.8,-9,-19,-21,16,6,8,-8
CCOc1cc(C(=S)N2CCCCC2)ccc1OS(=O)(=O)c1ccc(Cl)cc1,2,3,-0.3,5,11,-1,8,-4,1,-1
CCCCCN(C(=O)NC(=O)Nc1ccccc1OC)S(C)(=O)=O,-2,-1,-3.3,-9,1,-6,17,-12,8,-8
Cc1ccc2c(c1)[C@H]1[C@H](CO2)[C@H](c2ccccc2)[C@]2(C)C(=O)Nc3ccccc3C(=O)N12,-5,.,-1.9,-4,-3,-28,-9,-21,27,-27
COCCn1c(SCC(=O)Nc2ccc(S(=O)(=O)N(C)C)cc2)nc2ccccc21,-4,-3,-1.7,-2,-4,-5,8,-10,21,-21
O=C(CCc1nnc2ccc(N3CCCCC3)nn12)NCc1ccco1,-6,-2,-1.0,-4,-1,-10,-14,0,-7,7

# Gathered by group, the compounds so far containing a Cl atom (eleven)
SMILES,CAL PDZ FP-1,NSD2 HMT inh,CAL PDZ FP-2,dFosB act,Rtt109 HAT inh,PvdQ acylase,PfHsp90 yeast 2,MITF TRPM1 HTS,SR-BI HDL uptake,SR-BI uptake up
O=C(NCCN1CCOCC1)c1cc(Sc2cccc(Cl)c2)nc2ccccc12,-1,-1,-1.3,-9,4,-20,-18,1,13,-13
O=C(c1nc2ccc(Cl)cn2c1CNCCn1ccnc1)N1CCCCCCC1,-3,-1,-2.6,-9,3,-2,20,-12,10,-10
CCCN1CCN(C(=O)CCS(=O)(=O)c2cc3c(cc2Cl)NC(=O)CO3)CC1,.,.,0.4,0,0,3,4,.,-12,12
NNC(=O)/C(=N/Nc1ccccc1)S(=O)(=O)c1ccc(Cl)cc1,-1,0,-2.2,-11,5,-10,-3,-5,27,-27
O=[N+]([O-])C(=C1NCCN1)C(Cl)=C(Cl)Cl,1,-6,-2.3,-4,-12,-1,-11,-3,-6,6
CCOC(=O)C1CCN(C2=C(NS(=O)(=O)c3ccc(Cl)cc3)C(=O)c3ccccc3C2=O)CC1,.,67*,-0.2,-24,3,-3,1,-9,.,.
O=C1NC(c2ccccc2Cl)Nc2ccccc21 (stereo unspecified),-1,-6,0.3,-3,-5,-8,11,-20,-10,10
Cn1ncc(Cl)c1C(=O)NCc1ccco1,0,-1,-2.0,-5,.,-1,-14,-2,-11,11
O=C(CN1CCCCCCC1)Nc1cccc(Cl)c1Cl,.,0,-0.3,1,0,-8,-2,9,2,-2
Cc1cc(C)n(C2CC(=O)N(c3ccc(C)c(Cl)c3)C2=O)n1 (stereo unspecified),-3,-1,-0.8,-9,-19,-21,16,6,8,-8
CCOc1cc(C(=S)N2CCCCC2)ccc1OS(=O)(=O)c1ccc(Cl)cc1,2,3,-0.3,5,11,-1,8,-4,1,-1

# Outcome played no part in choosing rows; any-hit rate near 4.3%.
